Bioassay records (PubChem)
VP16 counter: counter-screen for ROR gamma inhibitors: Gal4-VP16 reporter | Drosophila S2 Gal4-VP16 UAS-luciferase, luminescence, 20 h | Potency, µM (top dose mostly 53.6 µM), for the others: at the highest dose activity, negative = inhibition, most hits filed as inhibitors | 310,000 compounds, 3.5% hits;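 note: Gal4-VP16 expression switched on by copper sulfate through the metallothionein promoter; potency is the fitted concentration of half-maximal effect; % is set by controls: 0 for no effect and ±100 for the full control effect; nearly all actives have a fitted effect of over 50% in size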
p53 reactivation: re-activators of mutant p53; H1299 p53-A138V BP100-luciferase reporter, luminescence, 24 h; Potency, µM (doses to about 92.2 µM), without a hit: at the top dose activity change, positive = activation, most hits filed as activators; 320,000 compounds, 0.063% hits; AID 504706; note: potency is the fitted concentration of half-maximal effect; % of control where 0% means no effect; nearly all actives have a fitted effect of over 45% in size
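p53-null H1299 cells stably carrying temperature-sensitive p53-A138V and a BP100-luciferase reporter were pinned with compounds (4-point, 1:5 series) and held 24 hrs at 37 deg C. Luminescence was read 10 min after detection reagent.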
FLuc modulator: counter-screen for miR-21 project: firefly luciferase inhibitors or activators. P08659. purified FLuc, Km substrates, luminescence inhibition. Potency, µM (titrated, usually from 57.5 µM), for the others: at the highest dose activity change, negative = inhibition, most hits filed as inhibitors. 360,000 compounds, 6.9% hits;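 note: potency is the fitted concentration of half-maximal effect; plate controls were vehicle for no effect and reference inhibitor for full effect; nearly all actives have a fitted effect of over 55% in size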
Target sequence (P08659 whole entry, looked up): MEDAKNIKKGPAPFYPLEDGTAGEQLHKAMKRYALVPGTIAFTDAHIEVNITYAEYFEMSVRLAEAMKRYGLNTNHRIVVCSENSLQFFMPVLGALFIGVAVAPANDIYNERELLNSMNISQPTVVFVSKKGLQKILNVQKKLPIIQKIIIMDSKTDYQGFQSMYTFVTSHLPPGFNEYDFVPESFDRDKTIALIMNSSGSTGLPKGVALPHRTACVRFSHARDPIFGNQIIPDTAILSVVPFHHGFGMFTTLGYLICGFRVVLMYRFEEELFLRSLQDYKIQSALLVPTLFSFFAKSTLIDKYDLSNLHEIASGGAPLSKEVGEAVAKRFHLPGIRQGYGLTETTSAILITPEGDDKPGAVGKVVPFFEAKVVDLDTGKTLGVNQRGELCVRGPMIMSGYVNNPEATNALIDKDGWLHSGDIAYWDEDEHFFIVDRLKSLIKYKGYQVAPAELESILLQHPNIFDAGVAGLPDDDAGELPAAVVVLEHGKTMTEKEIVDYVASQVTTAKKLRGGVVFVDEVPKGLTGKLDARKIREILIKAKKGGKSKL
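Purified P. pyralis luciferase, 10 nM final, with Km-level 10 uM D-luciferin and 10 uM ATP in 50 mM Tris acetate pH 7.5, 10 mM Mg acetate, 0.01% Tween-20, 0.05% BSA; 6-point qHTS titration about 60 µM downward; luminescence read.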
ELG1 repair inh: blocks ELG1-dependent DNA repair in HEK293T cells | Potency, µM (highest dose often 46.1 µM), for inactives: at the highest dose activity change, negative = inhibition, hits mostly inhibitors | 330,000 compounds, 2.3% hits | HEK293T ELG1-luciferase reporter, luminescence, 16 h; DNA damage induced by 5-fluorouridine; note: potency is the fitted concentration of half-maximal effect; % is set by controls: 0 for no effect and ±100 for the full control effect; nearly all actives have a fitted effect of over 55% in size
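In this reporter screen, reduction of luminescence relative to DMSO vehicle indicated activity. Compounds and 5-fluorouridine were added together to 2,000 cells per well, incubated for 16 hr at 37 °C, then developed with ONE-Glo.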
Tb PFK block: T. brucei PFK enzyme inhibition | O15648 | T. brucei PFK, ADP-Glo luminescence | Potency, µM (highest dose often 57.5 µM), without a hit: at the highest dose activity, negative = inhibition, actives largely listed as inhibitors | 330,000 compounds, 0.17% hits | AID 485367;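 note: potency is the fitted concentration of half-maximal effect; 0% = uninhibited 1x PFK enzyme wells and -100% = no-enzyme wells; nearly all actives have a fitted effect of over 60% in size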
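Luminescent ADP detection (ADP-Glo, two-step: ATP depletion then ADP-to-ATP conversion for luciferase) reported PFK activity after 45 min room-temperature reaction of 1.25 nM enzyme with 0.5 mM F6P and 0.1 mM ATP at pH 8.0.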
BRCA1 expr up: increases BRCA1 expression | Potency, µM (titrated, usually from 46.1 µM), for inactives: at the highest dose activation, most hits filed as activators | 380,000 compounds, 1.1% hits | MCF7-BRCA1-FFLuc reporter, luminescence, 48 h; response scale: scaled: vehicle 0%, 10 µM genistein 100% | AID 624202; note: potency is the fitted concentration of half-maximal effect; nearly all actives have a fitted effect of over 80% in size; some results filed as inactive show a strong effect at the top dose
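MCF7-BRCA1-FFLuc cells, 2000/well in phenol-red-free MEM, attached 2 h then treated 48 h at 37 C. Luciferase luminescence read 15 min after reagent; normalized to genistein maximum activation (10microM) and DMSO, concentration-response fitted.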
RORgamma inh: ROR gamma (mouse) transcription inhibition; P51450; Drosophila S2 Gal4-RORgamma UAS-luciferase reporter, 20 h; Potency, µM (highest dose often 53.6 µM), for inactives: at the top dose activity change, negative = inhibition, hits mostly inhibitors; 310,000 compounds, 5.4% hits; AID 2551; note: potency is the fitted concentration of half-maximal effect; % is set by controls: 0 for no effect and ±100 for the full control effect; nearly all actives have a fitted effect of over 60% in size
Target sequence (P51450 whole entry, looked up, the tested form may be a part): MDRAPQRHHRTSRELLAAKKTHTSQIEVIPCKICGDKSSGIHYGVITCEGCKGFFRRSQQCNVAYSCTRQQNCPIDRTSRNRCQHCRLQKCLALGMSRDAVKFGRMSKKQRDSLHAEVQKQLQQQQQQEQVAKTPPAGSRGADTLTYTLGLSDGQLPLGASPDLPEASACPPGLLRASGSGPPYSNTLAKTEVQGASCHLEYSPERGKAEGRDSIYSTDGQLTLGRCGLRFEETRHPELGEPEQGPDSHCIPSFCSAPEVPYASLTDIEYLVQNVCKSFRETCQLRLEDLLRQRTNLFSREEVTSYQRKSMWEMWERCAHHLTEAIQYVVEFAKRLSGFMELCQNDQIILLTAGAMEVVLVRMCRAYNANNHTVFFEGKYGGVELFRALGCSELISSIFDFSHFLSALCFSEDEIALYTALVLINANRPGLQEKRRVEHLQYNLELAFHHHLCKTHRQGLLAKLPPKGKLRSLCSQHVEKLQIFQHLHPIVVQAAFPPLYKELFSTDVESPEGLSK
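Luminescence from a UAS-regulated Photinus luciferase reporter in stably transfected Drosophila Schneider cells is measured; decreased signal marks ROR gamma inhibition. Fusion expression is induced by 700 uM copper sulfate for 20 hr.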
TRPV1 agonist: activates the human vanilloid receptor TRPV1. Q8NER1. TRPV1-expressing cells, Fluo-8 calcium influx, agonist mode. activation, % at 8.33 µM. 320,000 compounds, 0.19% hits; in the data active = activation above about 80%; inconclusive = between about 30% and that limit; note: 0% is about no effect
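TRPV1-expressing cells were cultured overnight at 35.5C and loaded with Fluo-8 calcium dye for 40 to 90 min at room temperature. After a 10 s baseline, compound was added and calcium influx was read kinetically for 3 min (ex 480/em 520 nm).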
Rab9 prom act: activators of Rab9 promoter. 320,000 compounds, 2.8% hits. Huh7 Rab9 promoter-luciferase reporter, luminescence, 24 h. Potency, µM (highest dose often 9.22 µM), without a hit: top-dose activation, negative = inhibition, hits mostly activators; note: potency is the fitted concentration of half-maximal effect; % of control where 0% means no effect; nearly all actives have a fitted effect of over 60% in size
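Stable Rab9-luc Huh7, 1500 cells/well, 2 h settle; cmpd in DMSO, 24 h, 37 °C/5% CO2; luciferase reagent 10 min RT; luminescence.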
NPC1 prom act: activates the NPC1 promoter; AID 485313; Potency, µM (doses to about 9.22 µM), without a hit: at the highest dose activation, most hits filed as activators; Huh7 NPC1 promoter luciferase reporter, 24 h; 320,000 compounds, 2.4% hits;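 note: potency is the fitted concentration of half-maximal effect; % of control where 0% means no effect; nearly all actives have a fitted effect of over 60% in size; reporter is driven by a mutant NPC1 promoter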
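Cells: Huh7 expressing luciferase under the NPC1 promoter, 1500/well. Seeded 2 h, compound added, incubated 24 h at 37 °C. Luciferase reagent, 10 min ambient, then luminescence.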
ELG1 genotoxic: genotoxicity induction in ELG1-luciferase HEK293T cells. HEK293T ELG1-luciferase reporter, luminescence, 16 h. Potency, µM (highest dose often 46 µM), for the others: at the highest dose activity change, positive = activation, usual class: activators. 330,000 compounds, 1.3% hits; note: potency is the fitted concentration of half-maximal effect; % of control where 0% means no effect; nearly all actives have a fitted effect of over 60% in size
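Luminescence read-out: rising ELG1-luciferase signal, reflecting elevated ELG1 protein under genetic stress, flags genotoxic compounds. Cells were treated for 16 hr at 37 °C before ONE-Glo detection.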
The depositor's hits bear a star; ? = inconclusive; nt = not tested or not shown; [ ] = another dose, or the depositor's remark. Unless noted, calls come from the whole dose curve; as a rule, active = well fitted curve in the direction sought with a large enough effect; inconclusive = small, poorly fitted or top-dose-only effect, or another doubt; inactive = no such curve, though single readings can be large; an effect the other way counts as inactive or inconclusive.

SMILES	VP16 counter	p53 reactivation	FLuc modulator	ELG1 repair inh	Tb PFK block	BRCA1 expr up	RORgamma inh	TRPV1 agonist	Rab9 prom act	NPC1 prom act	ELG1 genotoxic
CC(C)Nc1nc2cccnc2s1	5%	3%	-2%	2%	2%	-3%	-1%	-3	-2%	-2%	3%
COc1ccc(-n2ncc3c2CC(C)(C)CC3NC(=O)Cc2nonc2C)cc1 (stereo not given)	1%	-2%	1%	-7%	1%	-19%	42%	15	-1%	-3%	-2%
N#Cc1nc(COc2ccccc2)oc1NCCN1CCOCC1	-2%	4%	0%	0%	0%	5%	18%	2	-4%	2%	3%
CCN(CC)c1ccc2c(C)c(-c3ccc(N)cc3)c(=O)oc2c1	5%	?	24µM*	16%	-2%	-1%	?	2	24%	23%	6%
O=c1ccc(-c2ccc(S(=O)(=O)N3CCN(c4ccccc4)CC3)o2)n[nH]1	-5%	1%	3%	?	0%	10%	-6%	-1	0%	-3%	6%
CCc1nc(SCC(=O)NCCc2ccc(OC)c(OC)c2)c2c(=O)n(C)c(=O)n(C)c2n1	12%	-2%	-1%	0%	-4%	15%	4%	0	-4%	1%	3%
Cc1c(C=O)n(C)n(-c2ccccc2)c1=O	8%	-3%	-1%	-2%	-10%	0%	-9%	-1	-5%	-2%	0%
COc1ccc(S(=O)(=O)N2CCCC(C(=O)NCC3CCCO3)C2)cc1C (stereo not given)	14%	4%	-1%	1%	0%	-8%	8%	13	1%	-4%	-2%
Cc1cccc2nc3c(nc12)CCCC3	1%	?	3%	-6%	4%	-7%	-10%	0	-5%	0%	1%
O=c1c(-c2ccco2)[n+]([O-])c2ccccc2n1OCc1c(F)cccc1F	2%	6%	-3%	?	-10%	-42%	27%	23	-26%	-14%	15%
CCOc1ccc(N2CC(C(=O)Nc3ccc4c(c3)OCCO4)CC2=O)cc1 (stereo not given)	-2%	4%	?	?	-14%	2%	21%	?	6%	-3%	?
O=C(c1cc2cc(F)ccc2[nH]1)N1CCc2ccccc21	5%	?	?	?	-4%	?	-1%	-2	3.5µM*	4µM*	?
NC(=O)c1ccc(NC(=O)CN2CCN(S(=O)(=O)c3ccc4ccccc4c3)CC2)cc1	nt	-13%	4%	0%	-1%	-10%	nt	0	-6%	-1%	3%
CCCCSc1nnc(CSc2ncccn2)n1C	5%	3%	7%	8%	-7%	7%	21%	-2	-7%	-5%	2%
N#CCC(=O)Nc1ccc(C(=O)OC(C(=O)Nc2cc(C(F)(F)F)ccc2Cl)c2ccccc2)cc1 (stereo not given)	nt	2%	-1%	-22%	-4%	-62%	nt	-4	-2%	0%	-9%
COc1ccc(NC(=O)CSc2nnc(-c3cccs3)n2C)cc1OC	-1%	-8%	-3%	-6%	2%	1%	9%	2	-2%	-2%	0%
CCOC(=O)c1cnc2ccc(Br)cc2c1NCC(C)O (stereo not given)	5%	11%	-1%	2%	0%	-20%	-25%	11	8%	-3%	-1%
COc1ccc(S(=O)(=O)N(C)C[C@H]2Oc3ccc(NC(=O)Nc4ccc(C(F)(F)F)cc4)cc3C(=O)N([C@H](C)CO)C[C@@H]2C)cc1	nt	8%	nt	?	4%	-57%	nt	nt	nt	nt	-7%
Cc1cc(C)c(C(=O)N(C)C2CCCN(Cc3ccccc3F)C2)o1 (stereo not given)	-6%	5%	1%	-1%	-2%	0%	19%	20	7%	-5%	-4%
CCCCCC1CC(CC(=O)Nc2ccc([N+](=O)[O-])cc2)C(=O)O1 (stereo not given)	12%	-7%	0%	-2%	1%	-3%	?	2	0%	-4%	-2%

The final 2 records of the section before come first, to join the parts:
SMILES	VP16 counter	p53 reactivation	FLuc modulator	ELG1 repair inh	Tb PFK block	BRCA1 expr up	RORgamma inh	TRPV1 agonist	Rab9 prom act	NPC1 prom act	ELG1 genotoxic
Cc1cc(C)c(C(=O)N(C)C2CCCN(Cc3ccccc3F)C2)o1 (stereo not given)	-6%	5%	1%	-1%	-2%	0%	19%	20	7%	-5%	-4%
CCCCCC1CC(CC(=O)Nc2ccc([N+](=O)[O-])cc2)C(=O)O1 (stereo not given)	12%	-7%	0%	-2%	1%	-3%	?	2	0%	-4%	-2%
O=C(c1cnn2c(C(F)(F)F)cc(-c3ccc4c(c3)OCO4)nc12)N1CCCC1	-1%	-2%	-2%	-14%	1%	3%	21%[10 µM]	5	-5%	-2%	0%
CCC1(C(=O)O)NC(c2cc(OC)ccc2O)C2C(=O)N(Cc3ccccc3)C(=O)C21 (stereo not given)	-5%	0%	-2%	13%	3%	-4%	-2%	-1	3%	-2%	1%
Cc1cccc(N2CCN(C(=O)CCN3C(=S)NC(C)(C)CC3C)CC2)c1C (stereo not given)	?	-1%	3%	?	-4%	-12%	4.5µM*	3	-2%	-2%	-8%
COCCNC(=O)c1onc(CSc2cc(C)ccc2C)c1C(=O)O	-15%	0%	4%	-19%	0%[0.46 µM]	0%	-5%	-3	8%	-3%	0%
COc1ccc(Oc2coc3cc(OC(=O)c4cccs4)ccc3c2=O)cc1	5%	6%	?	19%	0%	51%	6%	?	10%	-2%	4%
COc1cc(OC)cc(C(=O)Nc2ccc(N3CCOCC3)cc2N2CCOCC2)c1	nt	0%	0%	-17%	-4%	-14%	nt	2	-3%	0%	0%
CCOCCc1nnc(NC(=O)CS(=O)(=O)Cc2ccccc2)s1	2%	4%	1%	-3%	0%	-63%	-6%	-1	5%	0%	5%
COC(=O)[C@@H](NCc1cccc(CN([C@H](C(=O)OC)C(C)C)S(C)(=O)=O)c1)C(C)C	5%	nt	1%	-10%	1%	-3%	-11%	13	-2%	1%	-6%
CCNC(=S)Nc1ccc(OCc2nc3ccccc3s2)cc1	16µM*	?	12µM*	?	-2%	?	13µM*	0	4µM*	3.5µM*	?
Cc1ccc(NC(=S)NCc2ccccn2)cc1	16µM*	0%	-6%	?	-4%	27%	4µM*	-4	23%	0%	1%
C=CCn1c(NC(=O)c2ccc(Br)o2)c(S(=O)(=O)c2ccccc2)c2nc3ccccc3nc21	-13%	14%	1%	?	3%	0%	?	0	2%	3%	-1%
CC(NS(=O)(=O)c1ccc2c(c1)OCCO2)c1ccccc1 (stereo not given)	8%	13%	1%	-4%	0%	-9%	33%	0	-11%	0%	-6%
COC(=O)c1ccc(OCC(O)CN2CCC(C)CC2)cc1 (stereo not given)	2%	-7%	2%	6%	3%	-27%	-17%	1	-2%	0%	-2%
O=C(CC1C(=O)NCCN1Cc1ccccc1C(F)(F)F)NC1CCCC1 (stereo not given)	6%	-6%	5%	-6%	0%	-14%	3%	3	4%	-1%	0%
O=C(NC1CCCC1)c1cccc(S(=O)(=O)N2CCCC2)c1	nt	-1%	-1%	-2%	8%	6%	nt	2	1%	0%	3%
CN(C(=O)c1cccc(C#CC(C)(C)O)c1)C1CCCN(Cc2ccccc2F)C1 (stereo not given)	-9%	nt	-1%	-5%	-5%	-5%	7%	3	-3%	1%	-4%
CCCC(NC(=O)Cc1c(C)c2c(cc(C)c3c(C)coc32)oc1=O)C(=O)O (stereo not given)	-3%	9%	-18%	9%	5%	-6%	-3%	5	-1%	0%	1%
COC(=O)CC(=O)CSc1nc2c(cc1C#N)CCC2	18µM*	?	13µM*	?	2%	9%	?	4	20%	2%	27%
Cc1ccc(C(C)C)c(OCc2ccc(C(=O)N/N=C/c3ccc(C(=O)O)cc3)cc2)c1	?	-8%	?	?	3%	-78%	-10%	6	0%	21%	5%
CCOC(=O)c1nnn(-c2nonc2-n2cccc2)c1CN1CCCCC1	-4%	22%	5%	8%	1%	-21%	9%	5	-5%	-2%	-4%
Cc1cccc(NC(=O)CNC(=O)COc2ccc(-c3ccc(C#N)cc3)cc2)c1C	0%	2%	5%	-13%	0%	0%	-4%	-1	-13%	-2%	-2%
CCOC(=O)N(NC(=O)C(O)(c1ccccc1)c1ccccc1)c1ccccc1	-4%	nt	2%	-10%	-3%	-38%	-9%	11	0%	-5%	nt
O=C(/C=C/c1ccc2c(c1)OCO2)Nc1c(C(=O)O)[nH]c2ccccc12	-21%	11%	7.6µM*	29%	-2%	2%	-32%	1	-1%	8%	-2%
NC(=O)COc1ccc(Cc2ncc(C(F)(F)F)cc2Cl)cc1	-7%	3%	-1%	1%	5%	-23%	7%	?	-6%	-4%	-3%
CCN(CC)S(=O)(=O)c1ccc(N2CCN(c3cccc(OC)c3)CC2)c([N+](=O)[O-])c1	0%	-5%	0%	?	2%	-38%	41%	-1	-10%	-2%	-5%
